Bioassay records deposited in PubChem BioAssay by The Scripps Research Institute Molecular Screening Center.
AHR act: activates the human aryl hydrocarbon receptor | AID 2796 | activation, % at 5 µM | 320,000 tested, 2.5% active | AHR-responsive luciferase reporter cells, luminescence; in the data active means activation above about 47%;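 further: 0% = vehicle wells and 100% = reference agonist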
PP1 counter: PP1-alpha (human) inhibition in PP5 counter-screen. inhibition, % at 6.7 µM. AID 2235. 320,000 tested, 0.9% active. purified PP1alpha, OMFP fluorescence. P62136;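 active means inhibition above the mean inhibition of all tested compounds plus 3 SD, computed separately for each screening campaign, cut at about 15% in these data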
Target sequence (P62136 whole entry, looked up): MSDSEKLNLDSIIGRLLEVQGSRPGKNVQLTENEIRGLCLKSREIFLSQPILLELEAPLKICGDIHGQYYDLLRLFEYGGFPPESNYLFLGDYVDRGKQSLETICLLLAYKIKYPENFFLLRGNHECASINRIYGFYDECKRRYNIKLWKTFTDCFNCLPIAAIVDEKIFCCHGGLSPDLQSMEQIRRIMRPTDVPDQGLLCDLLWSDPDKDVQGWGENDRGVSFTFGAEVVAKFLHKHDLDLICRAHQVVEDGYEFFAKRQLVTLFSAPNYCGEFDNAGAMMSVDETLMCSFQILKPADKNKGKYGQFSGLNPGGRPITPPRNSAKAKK
HCV core dimer: HCV core protein dimerization inhibition | TR-FRET GST/Flag-core106 dimerization, 1536-well | inhibition, % at 5 µM | 300,000 tested, 0.33% active | AID 1899;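 active means inhibition above the mean of all tested compounds plus 3 SD, set per screening campaign, cut at about 45% in these data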
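Assay system: GST-tagged and Flag-tagged HCV core protein residues 1-106 / Times: compound-protein-antibody incubation 4 h at 22.5 °C / Signal: time-resolved FRET, ex 340 nm, em 617 and 671 nm / Evaluation: % inhibition based on acceptor/donor emission ratio / Benchmarks: wells lacking GST-core106 and wells with excess unlabelled core106 / Repeats: singlicate, one well per compound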
procasp7 counter: counter-screen: procaspase-7 (human) activation. P55210. activation, % at 8.5 µM. AID 463210. 330,000 tested, 0.093% active. recombinant procaspase-7, Ac-DEVD-pNA absorbance 405 nm; D23A/D198A/D206A triple mutant, cannot self-cleave; scale: DMSO 0, 5 µM enzyme 100;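 active means percent activation above the screen-wide mean plus 3 SD, cut at about 25% in these data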
Target sequence (P55210 whole entry D23A/D198A/D206A): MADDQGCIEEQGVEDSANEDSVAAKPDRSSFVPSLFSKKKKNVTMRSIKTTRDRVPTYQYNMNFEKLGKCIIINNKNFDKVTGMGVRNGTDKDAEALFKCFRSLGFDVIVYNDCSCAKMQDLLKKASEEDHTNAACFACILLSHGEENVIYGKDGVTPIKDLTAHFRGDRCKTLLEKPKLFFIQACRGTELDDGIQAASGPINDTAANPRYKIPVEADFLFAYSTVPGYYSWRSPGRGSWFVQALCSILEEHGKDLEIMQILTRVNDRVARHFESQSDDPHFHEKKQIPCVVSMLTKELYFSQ
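Replicates: singlicate. Assay system: Procaspase-7 triple mutant (PC-7 D3A). Signal: 405 nm absorbance of p-nitroaniline. Times: 1 h preincubation, 2 h reaction. Buffer or medium: Zinc-free HEPES pH 7.4 with 300 mM NaCl, 0.01% Triton X-100. Also added: DEVD-pNA substrate. Benchmarks: DMSO wells as 0%, DMSO with 5 µM added PC-7 as 100%.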
TPT1 inhibitor: inhibitors of Candida albicans tRNA 2'-phosphotransferase TPT1. recombinant caTPT1, FP RNA substrate dephosphorylation. inhibition, % at 5 µM. 300,000 tested, 0.81% active. AID 1962;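 active means inhibition above the mean of all tested compounds plus 3 SD, set per screening campaign, cut at about 24% in these data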;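 further: plate controls were DMSO alone for no effect and ferristatin control at 100 nM for full effect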
Fh CTSL1 inh: counter-screen for PFM18AAP inhibitors: inhibitors of F. hepatica cathepsin L1 | recombinant F. hepatica cathepsin L1, Z-Leu-Arg-MCA fluorescence | AID 1906 | inhibition, % at 5.96 µM | 300,000 tested, 0.49% active;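 active means inhibition above the mean of all tested compounds plus 3 SD, set per screening campaign, cut at about 17% in these data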;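 further: 0% = plate median of test compound wells and 100% = 1 µM Z-Phe-Ala-diazomethylketone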
PAFAH2 FP inh: inhibitors of human PAFAH2; Q99487; recombinant PAFAH2, FP-rhodamine activity probe, fluorescence polarization; inhibition, % at 3.39 µM; 340,000 tested, 0.99% active;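 active means inhibition above the mean over all tested compounds plus 3 SD, cut at about 30% in these data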;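 further: inhibitors block probe labeling of enzyme so polarization drops; 0% = enzyme with DMSO and 100% = wells lacking PAFAH2 protein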
proCasp3 act: activates human procaspase-3; P42574; 330,000 tested, 0.11% active; recombinant procaspase-3 D3A, Ac-DEVD-pNA absorbance 405 nm; activation, % at 8.5 µM;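 active means activation above the mean of all tested compounds plus 3 SD, cut at about 21% in these data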;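 further: 0% = DMSO alone and 100% = DMSO wells spiked with extra 5 µM PC-3 D3A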
Target sequence (P42574 whole entry D9A/D28A/D175A): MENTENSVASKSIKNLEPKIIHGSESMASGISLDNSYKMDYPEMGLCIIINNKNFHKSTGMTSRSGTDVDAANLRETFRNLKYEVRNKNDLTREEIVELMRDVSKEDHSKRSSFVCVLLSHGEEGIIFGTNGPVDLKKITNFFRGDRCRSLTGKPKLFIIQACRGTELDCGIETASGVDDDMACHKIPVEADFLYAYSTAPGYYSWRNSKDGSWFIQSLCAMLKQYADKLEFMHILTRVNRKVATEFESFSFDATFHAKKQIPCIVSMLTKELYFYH
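Test system: Procaspase-3 D3A mutant; medium: Zinc-free HEPES/NaCl buffer with 0.01% Triton X-100 at pH 7.4; reagent: DEVD-pNA substrate; doses: one concentration, 8.5 µM nominal, 0.8% DMSO; times: 1 h preincubation plus 2 h reaction at 25 °C; signal: Epi-absorbance at 405 nm of released p-nitroaniline, 0 and 120 min; replicates: singlicate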
PP5 primary: inhibitors of human protein phosphatase 5 (PP5); P53041; 320,000 tested, 0.18% active; AID 1987; inhibition, % at 6.7 µM; purified PP5c, OMFP substrate fluorescence;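 active means inhibition above the campaign's mean inhibition across all tested compounds plus 3 SD, cut at about 9.5% in these data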;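 further: 0% = DMSO only and 100% = 100 µM cantharidin control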
The depositor's hits bear a star; / = not tested or not shown.

SMILES | AHR act | PP1 counter | HCV core dimer | procasp7 counter | TPT1 inhibitor | Fh CTSL1 inh | PAFAH2 FP inh | proCasp3 act | PP5 primary
N#CCOC(=O)[C@H](Cc1c[nH]c2ccccc12)NS(=O)(=O)c1ccc(Cl)cc1 | 12 | -1 | 5 | -6 | 0 | -2 | 6 | -2 | 3.7
CC(C)CC(NS(=O)(=O)OCC(Cl)(Cl)Cl)c1ccccc1 (stereo unspecified) | 3 | 9 | -21 | 5 | -4 | 1 | 11 | 9 | 3.9
CC(C)(C)N=Cc1cc(-c2ccccc2)sc1O | 10 | 2 | -17 | 8 | -2 | -1 | 1 | 8 | 4.0
COCCCNC(=O)c1c(N)n(-c2cccc(S(N)(=O)=O)c2)c2nc3ccccc3nc12 | 0 | -2 | 0 | 4 | 5 | -1 | 7 | 3 | 4.9
COC(=O)[C@H](Cc1ccccc1)NC(=O)Nc1ccc(S(N)(=O)=O)cc1 | 0 | -1 | -6 | 3 | 2 | 1 | -2 | 4 | 1.5
Cc1ccc(OCc2nnc(SCC(=O)N3c4ccccc4Sc4ccc(Cl)cc43)o2)cc1 | 5 | 2 | 10 | -2 | -3 | -1 | 2 | 0 | 2.3
CCOc1ccc(NC(=O)c2cc(S(=O)(=O)N3CCCCC3)c[nH]2)cc1 | 48* | -1 | 4 | 0 | 1 | -1 | -2 | 4 | 1.9
COc1ccc(CNC(=O)COC(=O)c2cc(-c3ccc(Cl)s3)nc3ccccc23)cc1 | 2 | 3 | -9 | 6 | 9 | 1 | -19 | -3 | 5.1
O=C(COC(=O)c1ccc(S(=O)(=O)N2CCCC2)cc1)Nc1ccc(N2CCOCC2)cc1 | 4 | 2 | -2 | -1 | -4 | -7 | / | 1 | 2.2
O=c1[nH]c(C2CC2)nc2sc3c(c12)CCCC3 | 1 | -7 | 2 | -3 | 1 | 5 | 9 | 6 | 1.9
O=C(NC12CC3CC(CC(C3)C1)C2)N1CCN(c2nc(-c3ccccc3)cs2)CC1 | -2 | 1 | 15 | 3 | -1 | -2 | 3 | -5 | 3.0
CCOc1ccc(/C=C/C(=O)OCC(=O)Nc2cccc(S(=O)(=O)N3CCCC3)c2)cc1 | 0 | 8 | / | -7 | / | / | 25 | 1 | 5.9
Cc1ccc(NC(=O)c2ccccc2NS(=O)(=O)c2ccc(F)cc2)cc1S(=O)(=O)N1CCCCC1 | 4 | 14 | 15 | -4 | -6 | 4 | 11 | -7 | 4.4
CCN(C(=O)COC(=O)c1cc(S(=O)(=O)N(C)C)ccc1Cl)C1CCS(=O)(=O)C1 (stereo unspecified) | 0 | -4 | -5 | 12 | 2 | 1 | -6 | 0 | -2.6
CC(C)Oc1ccc2ccccc2c1C=O | 8 | 1 | 3 | 3 | -3 | -1 | 5 | 5 | 1.7

Reformatted tab-delimited: part of the list above.
SMILES	AHR act	PP1 counter	HCV core dimer	procasp7 counter	TPT1 inhibitor	Fh CTSL1 inh	PAFAH2 FP inh	proCasp3 act	PP5 primary
COC(=O)[C@H](Cc1ccccc1)NC(=O)Nc1ccc(S(N)(=O)=O)cc1	0	-1	-6	3	2	1	-2	4	1.5
Cc1ccc(OCc2nnc(SCC(=O)N3c4ccccc4Sc4ccc(Cl)cc43)o2)cc1	5	2	10	-2	-3	-1	2	0	2.3
CCOc1ccc(NC(=O)c2cc(S(=O)(=O)N3CCCCC3)c[nH]2)cc1	48*	-1	4	0	1	-1	-2	4	1.9
COc1ccc(CNC(=O)COC(=O)c2cc(-c3ccc(Cl)s3)nc3ccccc23)cc1	2	3	-9	6	9	1	-19	-3	5.1
O=C(COC(=O)c1ccc(S(=O)(=O)N2CCCC2)cc1)Nc1ccc(N2CCOCC2)cc1	4	2	-2	-1	-4	-7	/	1	2.2
O=c1[nH]c(C2CC2)nc2sc3c(c12)CCCC3	1	-7	2	-3	1	5	9	6	1.9
O=C(NC12CC3CC(CC(C3)C1)C2)N1CCN(c2nc(-c3ccccc3)cs2)CC1	-2	1	15	3	-1	-2	3	-5	3.0
CCOc1ccc(/C=C/C(=O)OCC(=O)Nc2cccc(S(=O)(=O)N3CCCC3)c2)cc1	0	8	/	-7	/	/	25	1	5.9
Cc1ccc(NC(=O)c2ccccc2NS(=O)(=O)c2ccc(F)cc2)cc1S(=O)(=O)N1CCCCC1	4	14	15	-4	-6	4	11	-7	4.4
CCN(C(=O)COC(=O)c1cc(S(=O)(=O)N(C)C)ccc1Cl)C1CCS(=O)(=O)C1 (stereo unspecified)	0	-4	-5	12	2	1	-6	0	-2.6

Further records.
SMILES | AHR act | PP1 counter | HCV core dimer | procasp7 counter | TPT1 inhibitor | Fh CTSL1 inh | PAFAH2 FP inh | proCasp3 act | PP5 primary
CC(C)(CN1CCN(C(c2ccccc2)c2ccccc2)CC1)NS(=O)(=O)c1ccccc1 | -1 | 0 | 5 | 11 | 0 | 1 | 0 | 5 | 0.9
Cc1cccnc1NC(=O)CNC(=O)c1cccs1 | -2 | -5 | 0 | -2 | -3 | 1 | -3 | 6 | -0.3
Cc1ccc(C(=O)N2N=C(c3ccc(NS(C)(=O)=O)cc3)CC2c2cccs2)cc1 (stereo unspecified) | 7 | -1 | 1 | -3 | -1 | -2 | -2 | 0 | 0.9
N#Cc1c(-c2ccco2)cc(-c2ccc(F)cc2)nc1N | 30 | 1 | 23 | -11 | 25* | -1 | -3 | -6 | 2.2
O=C(c1ccccc1)N1CCN(CC2CC=CCC2)CC1 (stereo unspecified) | 0 | -8 | 1 | -13 | 1 | -4 | -9 | -14 | 4.2
Cc1ccccc1-n1nnnc1SC(C)C(=O)NC1CCCc2ccccc21 (stereo unspecified) | 1 | 4 | 1 | -5 | 3 | 0 | 2 | -6 | 1.2
O=C(CNS(=O)(=O)c1cccs1)NCc1ccccc1 | 3 | 1 | -5 | 0 | -4 | -2 | 10 | 5 | -1.7
CN1CCN(C(=O)/C(=C/c2ccccc2Cl)NC(=O)c2ccccc2)CC1 | 5 | 7 | -7 | -5 | -4 | 4 | 1 | 0 | -7.0
O=C(CSc1ncn[nH]1)Nc1c(Br)cc([N+](=O)[O-])cc1Br | -2 | -3 | 4 | 1 | -5 | -5 | 1 | 3 | -0.5
COc1ccc(-n2c(Cc3cccn3C)nnc2SCC(=O)Nc2cccc(NC(C)=O)c2)cc1 | 1 | 1 | 0 | -14 | -1 | 3 | -8 | -1 | -1.0
COCCn1c(SCC(=O)NC(=O)NCc2ccccc2)nc2ccccc2c1=O | -1 | 2 | / | 4 | / | / | -3 | 9 | 3.4
CCc1ccc(NC(=O)CS(=O)CC(=O)Nc2ccc(F)cc2F)cc1 (stereo unspecified) | -1 | -2 | -7 | 5 | -3 | 0 | -2 | -2 | 1.4
O=C(O)CCC(=O)N1CCN(c2ncccn2)CC1 | -2 | -3 | -3 | 1 | 2 | -1 | -2 | -8 | 1.2
CC(=O)c1c(C)[nH]c(C(=O)OCC(=O)Nc2ccc([N+](=O)[O-])cc2Cl)c1C | 12 | -1 | -2 | 3 | 0 | -1 | -6 | 2 | 1.8
O=C(Nc1cccnc1)c1ccc(NC(=O)c2ccco2)cc1 | -1 | -7 | 1 | 9 | 1 | -1 | 6 | -3 | 0.7
CCn1c(=O)c2c(nc3n2CCCN3c2cccc(C)c2)n(C)c1=O | 10 | -4 | -1 | -2 | -5 | -2 | 5 | 6 | 0.5
COc1ccnc2c1c(=O)n(Cc1cccc(F)c1)c(=O)n2C | 0 | -4 | 5 | 4 | -3 | -3 | -1 | -8 | -0.6
CC(c1ccccc1)N1C(=O)C2C3CCC(C3)C2C1=O (stereo unspecified) | 4 | 6 | -11 | -14 | -2 | 2 | 1 | -2 | 3.8
CSc1ccc(Cl)c(C(=O)Nc2nccs2)c1 | -1 | -1 | -5 | 7 | -3 | 0 | 2 | 3 | -0.2
CC(Oc1ccc(Cl)cc1Cl)C(=O)NCCC1=CCCCC1 (stereo unspecified) | 2 | -2 | 2 | 11 | -1 | 3 | 1 | -4 | 2.8
C[C@H](CO)N1C[C@H](C)[C@@H](CN(C)C(=O)Nc2ccccc2)Oc2c(NC(=O)Nc3ccc4c(c3)OCO4)cccc2C1=O | 3 | / | / | -7 | / | / | -8 | -9 | /
O=C(c1cnsn1)N1CCN(c2ccccc2)CC1 | -5 | -2 | -10 | 1 | -8 | 4 | 3 | 6 | -2.5
COC(=O)c1c(S(=O)(=O)N2CCOCC2)c(C)n(C)c1C | -2 | -1 | 5 | -4 | 1 | -3 | -5 | -6 | 0.6
Cc1ccc2cc(COC(=O)c3ccco3)c(=O)[nH]c2c1 | 8 | -2 | 26 | 5 | 3 | -3 | 1 | 2 | -0.7
Cc1ccc(S(=O)(=O)N2CCCC(C(=O)NCCC(C)C)C2)cc1 (stereo unspecified) | 2 | -2 | 2 | 5 | 0 | 3 | -1 | 1 | -0.9
CCCOC(=O)c1ccc(NC(=O)Oc2ccccc2)cc1 | 0 | -1 | -4 | -6 | -3 | -3 | 5 | -8 | 0.6
Cc1c(Br)c(C(F)(F)F)nn1CC(=O)NCCCn1ccnc1 | 6 | 1 | -5 | 10 | 0 | 8 | -1 | 2 | -0.5
CCOC(=O)c1[nH]c(C)c(C(=O)c2cc(F)ccc2F)c1C | 0 | -3 | 0 | 5 | 3 | -1 | 1 | -12 | 0.6
Cc1cccc(OC(=O)c2sc(Cl)nc2C)c1 | -1 | 1 | -7 | 8 | -5 | -3 | -2 | 6 | 3.2
Cc1ccc(S(=O)(=O)c2c(C)nn(C(C)(C)C)c2OC(=O)c2ccco2)cc1 | 3 | 1 | 15 | 1 | -1 | -1 | 2 | -1 | 3.1
CCc1ccc2[nH]c3nc(SCC(=O)NNC(=O)c4ccc(C(C)(C)C)cc4)nnc3c2c1 | 11 | 4 | 10 | 9 | -2 | 1 | -14 | 12 | 2.6
COc1ccc(CN2CCCCC2C(=O)Nc2ccc(OC)c(OCC(C)C)c2)cc1OC (stereo unspecified) | -1 | -1 | 9 | -7 | -1 | 6 | 0 | 7 | 0.2
CN(C)S(=O)(=O)c1cc(S(=O)(=O)N(C)C)c(Cl)cc1N | -3 | 2 | -2 | -6 | 1 | 1 | -4 | -3 | 2.5
CCc1ccc(-c2cc3c(=O)n(CC(=O)NCCCN4CCN(C)CC4)ncn3n2)cc1 | -1 | -1 | -6 | 1 | 2 | 0 | -5 | -2 | -2.1
COc1cc(NC(=O)C2CCCCN2)ccc1OCC(C)C (stereo unspecified) | 14 | -9 | -3 | 2 | -5 | -8 | -13 | -5 | 0.4

Rows were taken by chance (roughly 5.6% active in at least one column).
